Source: PubChem
BH1578 lux ind = inducers of Vibrio cholerae quorum light production without autoinducers, primary screen, BH1578 luxS cqsA deficient, single point | V. cholerae BH1578 lux reporter, luminescence, 6 h | actives 0.16% (n = 350,000) | activation, % at 18.7 µM; in the data active = activation mostly above about 9.7%, no sharp cut-off; also: not every result past the cut was called active; inactives centre near 0; reference of the scale not given here
Mtb BioA inh = M. tuberculosis BioA enzyme inhibitors, primary screen, biochemical, plate reader, single point, HTS | inhibition, % at 9.99 µM | purified M. tuberculosis BioA enzyme | 7,8-diaminopelargonic acid synthase BioA (Mycobacterium tuberculosis) | AID 602481, 2012 | actives 0.096% (n = 360,000); in the data active = inhibition above about 40%
SARS 3CLpro inh = SARS-CoV 3CLpro protease inhibitors, primary screen, biochemical, quenched FRET | recombinant SARS-CoV 3CLpro, quenched FRET peptide cleavage | inhibition, % at 6 µM | actives 0.14% (n = 290,000) | AID 1706, 2009; in the data active = inhibition above about 12%
MazEF act = activators of E. coli MazEF toxin-antitoxin RNase, primary screen, biochemical, fluorescence, uHTS. Endoribonuclease toxin MazF (Escherichia coli (strain K12)), P0AE70. FAM/BHQ RNA-DNA oligo cleavage fluorescence, 5 h. activation, % at 20 µM. actives 0.32% (n = 350,000). AID 504720, 2011; in the data active = activation above about 50%
Target sequence (P0AE70 whole entry, looked up): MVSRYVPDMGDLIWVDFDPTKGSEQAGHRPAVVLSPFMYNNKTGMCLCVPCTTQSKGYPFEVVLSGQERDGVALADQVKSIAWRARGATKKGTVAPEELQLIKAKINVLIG
Mtb UGM inh = M. tuberculosis UGM enzyme inhibitors, primary screen, biochemical, fluorescence polarization, single point. purified UGM, fluorescence polarization probe displacement. inhibition, % at 10 µM. actives 0.06% (n = 320,000); in the data active = inhibition above about 10%, passing the limit was not always enough
FBA Mtb inh = Mtb FBA enzyme inhibitors, primary screen, biochemical, fluorescence, strain H37Rv; inhibition, % at 1 µM; Fructose-bisphosphate aldolase (Mycobacterium tuberculosis (strain ATCC 25618 / H37Rv)), …; purified M. tuberculosis FBA, fluorescence read-out; actives 2.3% (n = 360,000); in the data active = inhibition above about 27%;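 also: 0% = vehicle and 100% = reference inhibitor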
DUSP3 inh = VHR1 phosphatase inhibitors, primary screen, biochemical, absorbance, uHTS; recombinant VHR phosphatase, pNPP absorbance; inhibition, % at 13.3 µM; actives 0.52% (n = 290,000); in the data active = inhibition above about 50%; also: some compounds called inactive have numbers as strong as hits
SSB-PriA inh = inhibitors of Klebsiella pneumoniae PriA binding to SSB C-terminal tail, primary screen, biochemical, AlphaScreen | AID 1272365, 2023 | actives 0.6% (n = 430,000) | inhibition, % at 33 µM | PriA–SSB C-terminal tail interaction (Klebsiella pneumoniae) | AlphaScreen SSBct-PriA binding, biotinylated peptide; in the data active = inhibition mostly above about 37%, no sharp cut-off; inactive = mostly below about 20%;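 also: plate controls were negative control peptide for no effect and reference peptide for full effect; strong numbers were not always called active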
GDH-TPI counter = GDH-TPI coupling enzyme inhibitors, primary screen, artefact control for M. tuberculosis FBA inhibitor project, biochemical, absorbance, full deck. actives 1.2% (n = 360,000). GDH-TPI coupled enzyme counterscreen, NADH absorbance. inhibition, % at 4.8 µM. AID 588335, 2011; in the data active = inhibition above about 30%;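 also: 0% = DMSO wells and 100% = wells lacking the enzyme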
Rv3671c inh = Rv3671c serine protease inhibitors, primary screen, biochemical, fluorescence polarization, M. tuberculosis H37Rv | inhibition, % at 5.96 µM | actives 0.048% (n = 320,000) | AID 2606, 2010; in the data active = inhibition above about 38%;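 also: extracellular domain of Rv3671c used as enzyme; 0% = enzyme with DMSO and 100% = no enzyme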
Target sequence (P9WHR9 whole entry, looked up, the tested form may be a part): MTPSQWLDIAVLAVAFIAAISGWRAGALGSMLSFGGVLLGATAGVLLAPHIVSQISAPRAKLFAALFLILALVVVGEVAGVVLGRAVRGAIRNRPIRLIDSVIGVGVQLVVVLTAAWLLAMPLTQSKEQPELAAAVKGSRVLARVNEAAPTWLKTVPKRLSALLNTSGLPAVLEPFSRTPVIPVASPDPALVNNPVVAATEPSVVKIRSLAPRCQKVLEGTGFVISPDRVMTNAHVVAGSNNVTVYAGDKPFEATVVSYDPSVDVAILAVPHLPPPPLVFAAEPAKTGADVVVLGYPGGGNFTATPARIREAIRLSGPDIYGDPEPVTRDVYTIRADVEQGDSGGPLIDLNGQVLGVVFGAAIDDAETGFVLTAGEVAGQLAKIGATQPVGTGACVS
The depositor's hits bear a star; i = inactive; nt = no result given. A portion of the library (hit frequency here may not be typical).

SMILES	BH1578 lux ind	Mtb BioA inh	SARS 3CLpro inh	MazEF act	Mtb UGM inh	FBA Mtb inh	DUSP3 inh	SSB-PriA inh	GDH-TPI counter	Rv3671c inh
CCN(CC)CCCNC(=S)N(Cc1cccnc1)Cc1cc2cc(C)cc(C)c2[nH]c1=O	-0.4	nt	4	-5	1.5	6	0	-15	4	-3
Cc1n[nH]c2c([N+](=O)[O-])c(=O)[nH]c(=O)n12	i	nt	nt	4	nt	0	nt	6	28	nt
CC(C)(C)OC(=O)N[C@@H](Cc1ccccc1)c1nnc(S(=O)(=O)Cc2cccc(F)c2)o1	nt	nt	1	7	-2.5	nt	1	-2	nt	0
NC(=O)c1ccsc1NC(=O)COC(=O)Cc1n[nH]c(=O)c2ccccc12	-1.6	-8.7	nt	-16	2.3	5	nt	-2	5	-4
Cc1cccc(C2C3=C(Nc4[nH]n(-c5ccccc5)c(=O)c42)c2ccccc2C3=O)c1 (centres undefined)	-0.8	nt	4	-10	nt	-16	0	16	2	nt
O=C(Cn1cnc2ccccc2c1=O)c1ccc(Cl)cc1	-0.3	nt	-1	5	nt	0	30	-1	-1	nt
Cn1cc(-c2nnnn2-c2ccc(Cl)cc2)c(=O)c2ccccc21	3.2	0.0	1	2	-5.3	0	23	-23	8	3
Cc1ccc(-c2nc(CS(=O)CC(=O)NCCC(C)C)c(C)o2)cc1 (centres undefined)	-0.2	-3.0	1	6	-1.1	6	-2	-11	2	8
CC1(C)Cc2c(cnn2-c2cccc(F)c2)C(NC(=O)CCN2CCCC2=O)C1 (centres undefined)	-0.7	9.0	5	3	0.6	-3	14	-5	-1	-10
CC(C)C(NC(=O)c1c(F)cccc1F)C(=O)N1CCN(S(=O)(=O)/C=C/c2ccccc2)CC1 (centres undefined)	i	0.0	nt	2	-0.9	-3	nt	-4	-2	8
CC(C)CNc1nc(Oc2ccc(=O)n(-c3ccccc3)n2)nc(N2CCOCC2)n1	i	0.0	4	-1	-1.7	-1	-2	-15	-2	1
C=CCNC(=O)c1ccc(NC(=O)CC2SC(N3CCCC3)=NC2=O)cc1 (centres undefined)	i	-1.6	nt	7	-0.7	-1	nt	-1	-3	4
COc1ccc(OCc2nnc(SCC(=O)NCc3ccco3)o2)cc1	-0.2	nt	-5	0	-1.0	0	7	0	4	3
O=c1[nH]c(O)c(/C=C2\C=NN=C2c2ccccc2)c(=O)[nH]1	i	nt	-2	-4	-0.5	-4	12	nt	3	-1
C[C@H](CO)N1C[C@H](C)[C@@H](CN(C)CC2CCCCC2)Oc2c(NC(=O)CCC(F)(F)F)cccc2C1=O	i	1.7	nt	-17	0.1	4	nt	9	4	-4
O=C(Cn1ncc2c3ccccc3n(Cc3cccc(Cl)c3)c2c1=O)NCC1CCCO1 (centres undefined)	-0.5	-1.9	-2	-57	4.4	2	35	-6	16	2
Cc1c(C(=O)N2CCN(c3ccc([N+](=O)[O-])cc3)CC2)sc2ncn(CC(=O)N3CCOCC3)c(=O)c12	-0.3	0.8	-2	-31	3.5	5	1	11	15	10
Cc1ccc2nc(NC3=NC(CC(=O)O)C(=O)N3)nc(C)c2c1 (centres undefined)	i	0.3	0	nt	2.1	nt	13	nt	nt	-2
Cc1occc1C(=O)N/N=C/C1=C(N2CCOCC2)C(=C\c2ccc(Cl)cc2)/CC1	i	nt	4	6	0.7	0	35	nt	6	-7
Cc1ccc(C23CC4CC(CC(NC(=O)N5CCN(C)CC5)(C4)C2)C3)cc1	0.7	1.0	3	7	-6.1	2	11	0	0	0
CC(C)(C)NC(=O)c1cc(NC(=O)c2cccs2)cc(NC(=O)c2cccs2)c1	-3.6	-0.4	-1	0	-1.9	-1	36	-9	18	-50
CCOC(=O)[C@H](O)[C@@H](O)c1cccc([C@H](O)[C@@H](O)C(=O)OCC)c1	0.4	-1.9	3	8	2.9	1	24	-7	-14	11
N#Cc1c(/N=C/C2C(=O)NC(=S)NC2=O)sc2c1CCCC2	-4.1	-0.3	1	15	2.5	1	10	nt	-5	-13
O=C(CNc1cccc([N+](=O)[O-])c1)NCCCc1ccccc1	-0.5	-2.7	2	-6	-0.5	-10	19	1	0	2
C[C@@H]1COC(=O)[C@@H](CC(=O)OC(C)(C)C)C/C=C\C[C@@H](CC(=O)N[C@H](CO)Cc2ccccc2)C(=O)N1	-0.8	-0.3	nt	3	3.2	0	nt	-13	3	-10
O=[N+]([O-])c1cccc(S(=O)(=O)N2CCCCC2c2cccnc2)c1 (centres undefined)	-0.6	8.2	-2	1	1.9	4	-11	5	-3	2

In the list so far, 4 have a thiophene ring, fused or not.
SMILES	BH1578 lux ind	Mtb BioA inh	SARS 3CLpro inh	MazEF act	Mtb UGM inh	FBA Mtb inh	DUSP3 inh	SSB-PriA inh	GDH-TPI counter	Rv3671c inh
NC(=O)c1ccsc1NC(=O)COC(=O)Cc1n[nH]c(=O)c2ccccc12	-1.6	-8.7	nt	-16	2.3	5	nt	-2	5	-4
Cc1c(C(=O)N2CCN(c3ccc([N+](=O)[O-])cc3)CC2)sc2ncn(CC(=O)N3CCOCC3)c(=O)c12	-0.3	0.8	-2	-31	3.5	5	1	11	15	10
CC(C)(C)NC(=O)c1cc(NC(=O)c2cccs2)cc(NC(=O)c2cccs2)c1	-3.6	-0.4	-1	0	-1.9	-1	36	-9	18	-50
N#Cc1c(/N=C/C2C(=O)NC(=S)NC2=O)sc2c1CCCC2	-4.1	-0.3	1	15	2.5	1	10	nt	-5	-13

Single values from the list.
Rv3671c inh, `O=C(CNc1cccc([N+](=O)[O-])c1)NCCCc1ccccc1` → 2
BH1578 lux ind, `Cc1ccc(C23CC4CC(CC(NC(=O)N5CCN(C)CC5)(C4)C2)C3)cc1` → 0.7
SSB-PriA inh, `C=CCNC(=O)c1ccc(NC(=O)CC2SC(N3CCCC3)=NC2=O)cc1` (centres undefined) → -1
SARS 3CLpro inh, `CC(C)CNc1nc(Oc2ccc(=O)n(-c3ccccc3)n2)nc(N2CCOCC2)n1` → 4
DUSP3 inh, `N#Cc1c(/N=C/C2C(=O)NC(=S)NC2=O)sc2c1CCCC2` → 10
